HRas wt GTP: human HRas wildtype GTP binding, change in either direction. P01112. GST-Ras wt beads, Bodipy-FL-GTP binding, flow cytometry; actives lie on both sides. GTP binding activity, % at 10 µM. 0.14% of 190,000 active. AID 759;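 active = GTP binding activity at least 20% away from the 100% baseline, either lowered as inhibitor or raised as activator; inconclusive = flagged as likely green fluorescent, judged across all proteins in the well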;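 note: 0% = unlabeled GTP competition control and 100% = no-compound control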
Target sequence (P01112 whole entry, looked up): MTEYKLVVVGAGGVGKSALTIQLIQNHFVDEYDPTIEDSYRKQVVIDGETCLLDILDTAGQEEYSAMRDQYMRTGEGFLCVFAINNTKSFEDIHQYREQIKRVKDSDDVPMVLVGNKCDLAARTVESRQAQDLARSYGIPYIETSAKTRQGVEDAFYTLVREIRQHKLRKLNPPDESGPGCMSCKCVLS
Avidin fluor: avidin bead compound fluorescence profile; Avidin beads, compound fluorescence 488/530 nm, flow cytometry; stronger effect = higher value; fluorescence (KMESF) at 10 µM; 0.38% of 220,000 active; in the data active = fluorescence above about 47; note: inactives centre near 10
ABCG2 block: human ABCG2 inhibition, ABCB1 as counter-screen; Q9UNQ0; IgMXP3 cells, JC-1 efflux, flow cytometry; inhibition, % at 6.6 µM; 0.1% of 190,000 active;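 active = inhibition above 80%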;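 note: 0% = DMSO and 100% = nicardipine control wells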
Target sequence (Q9UNQ0 whole entry, looked up): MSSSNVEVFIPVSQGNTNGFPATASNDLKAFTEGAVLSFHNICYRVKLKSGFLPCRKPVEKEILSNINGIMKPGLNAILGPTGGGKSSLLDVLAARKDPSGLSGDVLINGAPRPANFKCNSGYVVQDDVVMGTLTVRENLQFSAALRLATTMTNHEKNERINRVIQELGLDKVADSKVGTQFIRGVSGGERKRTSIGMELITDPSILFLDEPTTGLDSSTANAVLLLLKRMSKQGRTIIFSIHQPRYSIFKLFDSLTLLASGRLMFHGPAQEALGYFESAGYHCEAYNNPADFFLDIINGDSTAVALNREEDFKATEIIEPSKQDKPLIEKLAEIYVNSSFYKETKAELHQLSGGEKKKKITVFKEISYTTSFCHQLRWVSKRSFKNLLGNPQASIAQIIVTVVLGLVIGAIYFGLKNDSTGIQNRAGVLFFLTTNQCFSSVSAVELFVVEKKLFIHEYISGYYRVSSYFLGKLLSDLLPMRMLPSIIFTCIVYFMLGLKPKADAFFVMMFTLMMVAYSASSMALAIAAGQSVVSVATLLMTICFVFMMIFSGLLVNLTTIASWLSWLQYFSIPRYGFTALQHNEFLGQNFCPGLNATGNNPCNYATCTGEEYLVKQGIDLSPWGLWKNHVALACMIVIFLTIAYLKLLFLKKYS
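Measure – % inhibition of efflux relative to nicardipine and DMSO · Test system – ABCG2 IgMXP3 and barcoded ABCB1 CCRF-Adr cell mix · Control set – nicardipine as high control, DMSO as low control · Compound – one concentration, 6.6 µM final · Signal – flow cytometry of retained JC-1 fluorescence · Timing – 10 min exposure at 25 °C with rotation, no wash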
Rac1 wt modul: alters GTP binding to wildtype human Rac1 | GST-Rac1 beads, fluorescent GTP binding, flow cytometry; actives lie on both sides; 0 = cold GTP competed, 100 = untreated | GTP binding activity (% of control), % at 10 µM | 0.27% of 190,000 active | AID 757;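 active = GTP binding activity at least 20 points away from the 100% control level, either lower or higher; inconclusive = compound flagged as likely green fluorescent, judged across all proteins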
Cdc42 wt: changes GTP binding to wildtype human Cdc42 | P60953 | GST-Cdc42 beads, Bodipy-GTP binding, flow cytometry; actives lie on both sides | percent activity (GTP binding), % at 10 µM | 0.2% of 190,000 active | AID 761;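 active = percent activity GTP binding at least 20 points away from the 100% baseline, either down as inhibitor or up as activator; inconclusive = compound flagged as likely green fluorescent from well-wide comparison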;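 note: median bead fluorescence of bound Bodipy-FL-GTP at 100 nM; 0% = excess unlabeled GTP control and 100% = no compound control; below 100% means less GTP binding so inhibitor and above means activator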
Target sequence (P60953 whole entry, looked up): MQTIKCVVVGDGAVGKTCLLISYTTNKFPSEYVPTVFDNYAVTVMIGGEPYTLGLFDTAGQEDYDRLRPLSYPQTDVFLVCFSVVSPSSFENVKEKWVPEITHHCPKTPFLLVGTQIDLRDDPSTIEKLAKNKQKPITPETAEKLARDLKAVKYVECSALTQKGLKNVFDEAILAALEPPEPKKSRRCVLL
Rab2 wt GTP: changes GTP binding to wildtype dog Rab2A, up or down. GST-Rab2 wt beads, Bodipy-GTP binding, flow cytometry. GTP binding activity, % at 10 µM. 0.19% of 190,000 active. AID 760;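 active = GTP binding activity at least 20 points away from 100%, either lowered or raised; inconclusive = signal likely due to the compound's own green fluorescence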;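 note: 0% = beads with excess unlabeled GTP and 100% = no-compound control corrected for plate trend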
Rab7 wt GTP bind: modulators of GTP binding to dog Rab7 wildtype GTPase; GTP binding activity (percent of control), % at 10 µM; GST-Rab7 beads, fluorescent GTP binding, flow cytometry; actives lie on both sides; untreated = 100%, excess cold GTP = 0%; 0.055% of 190,000 active;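 active = fluorescent GTP binding to Rab7 beads changed by at least 20 points from the 100% baseline, either direction, mostly lower; inconclusive = compound itself probably fluorescent, or too few beads counted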;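 note: median green fluorescence of bound Bodipy-FL-GTP per Rab7 bead population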
Pf gamet viab: inhibitors of late stage P. falciparum gametocyte viability; P. falciparum stage V gametocytes, ATP luminescence, 24 h; inhibition, % at 10.9 µM; 0.065% of 150,000 active; AID 743093;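 active = inhibition above the mean plus 3 SD of compounds within the control limits, set per campaign, cut at about 38% in these data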;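 note: 0% = DMSO wells and 100% = medium only without gametocytes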
Rac1 act GTP bind: modulators of GTP binding to human Rac1 activated mutant; 0.11% of 190,000 active; P63000; percent activity (GTP binding), % at 10 µM; GST-Rac1 activated beads, fluorescent GTP binding, flow cytometry; actives lie on both sides; 100% means binding = to untreated wells;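 active = GTP binding at least 20 percentage points away from the 100% baseline, in either direction, so actives lie on both sides; inconclusive = Compound likely fluorescent itself, or too few beads counted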
ABCB1 block: blocks JC-1 efflux by human ABCB1 transporter; 0.067% of 190,000 active; CCRF-Adr cells, flow cytometry; P08183; AID 1326; inhibition, % at 6.6 µM; in the data active = inhibition above about 40%;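 note: 0% = vehicle and 100% = reference inhibitor; higher value means more JC-1 retained so stronger ABCB1 efflux block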
GSH fluor: compound fluoresces at 488/530 nm on GSH beads. AID 1776. 0.25% of 190,000 active. GSH beads flow cytometry, compound fluorescence 488/530 nm; stronger effect = higher value. fluorescence (KMESF) at 10 µM; in the data active = fluorescence above about 89;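 note: glutathione beads carrying GST-tagged Bcl family fusion proteins plus one bare bead set; values are compound well signal with DMSO vehicle wells as background; inactives centre near 16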
* = called active by the depositor; ? = inconclusive; · = not tested or not shown.

Order of values: Pf gamet viab, Cdc42 wt, Rab7 wt GTP bind, HRas wt GTP, Avidin fluor, ABCB1 block, Rac1 act GTP bind, Rac1 wt modul, ABCG2 block, GSH fluor, Rab2 wt GTP
N#C/C(=N/Nc1ccc(S(=O)(=O)N2CCOCC2)cc1)C(N)=O
  -17, 96, 104, 99, 9, 0.8, 96, 100, 2, 9, 100
CCOC(=O)c1cc(C#N)c(N2CCCC2)nc1-c1ccccc1
  -8, 96, 96, 95, 33, 0.8, 94, 94, 3, 12, 92
COc1ccc(OC)c(Nc2nc(N)nc(-c3cc4ccccc4o3)n2)c1
  -4, ?, ?, ?, 10, -0.5, ?, ?, -2, 20, ?
CCOC(=O)C1CCCN(Cc2ccc(OCC)cc2)C1 (stereo not given)
  ·, 102, 98, 98, 10, 1.2, 99, 102, 2, 31, 98
CCn1c(N)nc2ccccc21
  ·, 94, 96, 99, 8, 0.5, 98, 103, 2, 32, 102
Cc1ccccc1NC(=O)CNc1ccccc1C(=O)NCc1ccco1
  2, 94, 97, 96, 2, 0.7, 96, 93, 1, 35, 98
COc1cccc(NC(=O)Cn2c(=O)c3c(ncn3Cc3ccccc3)n(Cc3ccccc3)c2=O)c1
  19, 107, 108, 107, 20, 1.8, 100, 107, 1, 14, 104
CC1C=CCC2C(=O)N(c3ccc(OC(=O)c4cccs4)cc3)C(=O)C12 (stereo not given)
  22, 97, 100, 94, 9, 0.2, 93, 94, 0, 8, 95
COc1cccc(OCc2cc(C3Nc4ccccc4C(=O)N3Cc3ccco3)ccc2OC)c1 (stereo not given)
  ·, 99, 97, 101, 4, 0.6, 99, 100, 3, 48, 100
O=S(=O)(c1cnc[nH]1)N1CCc2ccccc21
  ·, 102, 100, 101, 26, -0.2, 100, 106, -1, 23, 100
Cc1cc(C)n2c(SCC(=O)Nc3c(C)n(C)n(-c4ccccc4)c3=O)nnc2n1
  ·, 104, 103, 102, 8, 0.1, 100, 110, 0, 10, 103
CCCCOC(=S)NC(=O)c1sc2ccccc2c1Cl
  ·, 99, 99, 100, 27, -0.5, 96, 98, -2, 16, 98
CCOCCOC(=O)C1=C(C)N(C)C(=O)NC1c1ccccc1Cl (stereo not given)
  ·, 102, 91, 98, 11, 0.1, 99, 102, 0, 9, 95
CC1CCCC(N2C(=O)NC(NC(=O)c3ccco3)(C(F)(F)F)C2=O)C1C (stereo not given)
  ·, 100, 100, 101, 7, -0.1, 101, 105, 0, 17, 101
COc1ccc(-c2noc(C3CCCN(S(=O)(=O)c4cccc(Cl)c4)C3)n2)cc1OC (stereo not given)
  ·, 97, 99, 100, 18, 1.7, 96, 99, 4, 12, 101
Cc1cc(C)nc(NS(=O)(=O)c2ccc(NC(=O)CN3C(=O)C4CC=CCC4C3=O)cc2)n1 (stereo not given)
  -6, 96, 101, 95, 8, 0.2, 97, 96, 1, 16, 99
COC(=O)C1=C(C)N(c2cccc(Cl)c2)C(=O)C1
  ·, ?, ?, ?, 18, 0.0, ?, ?, 0, 26, ?
COc1ccc(N(C)C(=O)Cc2c(C(=O)O)[nH]c3ccccc23)cc1
  -23, 94, 102, 96, 10, -0.1, 95, 96, -1, 13, 99
CCOc1ccccc1CSc1nc2ccccc2[nH]1
  15, 104, 100, 99, 14, 0.5, 101, 102, 4, 19, 98
CCc1c(C)sc(NC(=O)c2cc(CC(C)C)on2)c1C#N
  ·, 98, 96, 98, 6, 0.0, 96, 101, 1, 24, 97
CCCCOc1ccc(C(=O)N2CCCC2C(=O)O)cc1 (stereo not given)
  ·, 101, 97, 102, 34, -0.3, 100, 107, -3, 24, 101
COc1ccc(OC)c(NC(=O)NCc2ccc(F)cc2)c1
  5, 100, 99, 99, 6, 1.0, 99, 100, 10, 29, 100
Cc1ccc2c(c1)C1(SCCS1)C(=O)N2
  14, 105, 97, 101, 15, 1.0, 99, 101, 3, 25, 102
O=C(COC(=O)c1cc(-c2cccs2)nc2ccccc12)NCc1ccco1
  ·, 100, 98, 99, 8, 0.2, 98, 99, 1, 12, 98
O=C(COC(=O)c1ccco1)Nc1ccc(Br)cc1
  -23, 100, 96, 96, 6, 0.1, 96, 98, 1, 5, 95
Cc1ccc(NC(=O)CS(=O)CC(=O)N(C(C)C(=O)NC2CCCCC2)C(C)(C)C)cc1 (stereo not given)
  4, 95, 104, 95, 10, 0.3, 96, 98, 1, 9, 97
O=c1oc(-c2ccccc2)nc2c1cnn2-c1ccccc1
  ·, 100, 95, 99, 24, 0.4, 101, 104, 51, 25, 99
O=C(Nc1nccs1)c1cn(-c2ccccc2)nc1-c1ccncc1
  69*, 98, 99, 100, 9, 1.8, 98, 103, 18, 17, 100
CCC(C)Sc1nc(O)cc(=O)[nH]1 (stereo not given)
  -8, 100, 98, 99, 239*, -0.5, 97, 97, 0, 21, 99
Cc1cc(C(=O)NC(C)c2ccc3c(c2)OCO3)cs1 (stereo not given)
  ·, 98, 101, 100, 24, 1.2, 98, 105, 18, 36, 100
Cc1csc(NC(=O)C2C3C=CC(C3)C2C(=O)O)n1 (stereo not given)
  ·, 103, 99, 102, -4, -4.6, 99, 104, -6, 32, 103
Cc1ccc(CN(C(=O)Cn2nnc3ccccc32)C(C(=O)NCc2ccco2)c2cccs2)cc1 (stereo not given)
  -11, ?, ?, ?, 14, 2.3, ?, ?, 0, 10, ?
N/C(CCN1CCOCC1)=N/O
  -8, 105, 106, 105, 27, 0.3, 104, 111, 5, 19, 105
Cc1ccc(-n2c(SCC(=O)N3CC(=O)Nc4ccccc43)nc3ccccc3c2=O)cc1C
  17, 98, 101, 99, 18, 10, 102, 99, 6, 15, 100
O=C(c1cc2ccccc2o1)N1CCN=C1SCc1cccnc1
  ·, 104, 102, 102, 27, 2.0, 97, 104, 9, 10, 98
CC(=O)Nc1ccc(S(=O)(=O)NCC(=O)OCc2cc(=O)oc3ccc4ccccc4c23)cc1
  -1, 96, 96, 97, 12, -1.5, 97, 97, -10, 6, 95
CC(=O)OC[C@]1(OC(C)=O)C[C@@]23CC[C@H]4[C@@](C)(CCC[C@@]4(C)C(=O)O)[C@@H]2CC[C@@H]1C3
  -3, 98, 100, 99, 9, 0.0, 96, 99, 3, 18, 101
C=CCN1C(=O)C2(C(C(=O)c3ccc(C)o3)=C(O)C(=O)N2CCCN2CCOCC2)c2ccccc21 (stereo not given)
  ·, 103, 97, 102, 9, -2.4, 100, 103, -12, 30, 101
CCCOc1ccc(/C=C/C(=O)Nc2ccc([N+](=O)[O-])cc2C)cc1
  ·, 104, 101, 102, 15, 0.3, 99, 104, 5, 23, 100
COc1cc(C(=O)NC2CCCCC2)ccc1OCc1ccc(Cl)cc1Cl
  -14, 100, 99, 101, 14, 0.4, 100, 102, 11, 11, 100

Compound profiles (already shown):
Record of CCCOc1ccc(/C=C/C(=O)Nc2ccc([N+](=O)[O-])cc2C)cc1 = Pf gamet viab: ·; Cdc42 wt: 104; Rab7 wt GTP bind: 101; HRas wt GTP: 102; Avidin fluor: 15; ABCB1 block: 0.3; Rac1 act GTP bind: 99; Rac1 wt modul: 104; ABCG2 block: 5; GSH fluor: 23; Rab2 wt GTP: 100
Record of CC(=O)OC[C@]1(OC(C)=O)C[C@@]23CC[C@H]4[C@@](C)(CCC[C@@]4(C)C(=O)O)[C@@H]2CC[C@@H]1C3 = Pf gamet viab: -3; Cdc42 wt: 98; Rab7 wt GTP bind: 100; HRas wt GTP: 99; Avidin fluor: 9; ABCB1 block: 0.0; Rac1 act GTP bind: 96; Rac1 wt modul: 99; ABCG2 block: 3; GSH fluor: 18; Rab2 wt GTP: 101

Carrying on.
Order of values: Pf gamet viab, Cdc42 wt, Rab7 wt GTP bind, HRas wt GTP, Avidin fluor, ABCB1 block, Rac1 act GTP bind, Rac1 wt modul, ABCG2 block, GSH fluor, Rab2 wt GTP
CC(C)C(=O)NC(=S)Nc1ccccc1C(F)(F)F
  -16, 101, 104, 101, 17, 0.9, 97, 105, 2, 29, 101
CCCCCOc1ccc(C(=O)C(c2ccccc2)N2CCOCC2)cc1 (stereo not given)
  ·, 101, 95, 100, 8, -0.2, 99, 102, 2, 65, 100
O=S(=O)(Nc1cccc(-c2cn3cccnc3n2)c1)c1ccc(Cl)cc1
  16, ?, ?, ?, 2, -0.4, ?, ?, -1, 15, ?
Cc1c(NS(=O)(=O)c2ccc(Cl)c(C(=O)OC(C)C(=O)NCc3ccco3)c2)c(=O)n(-c2ccccc2)n1C (stereo not given)
  15, 97, 100, 97, 23, 0.4, 95, 96, 2, 13, 97
CC(=O)C1=C(O)C(=O)N(c2nnn(C)n2)C1c1cccs1 (stereo not given)
  ·, 95, 96, 97, 6, 0.2, 95, 94, 2, 19, 96
COC(=O)Cn1c(=O)n(CCc2ccccc2)c(=O)c2c3c(sc21)CCCC3
  ·, 100, 100, 101, 6, 1.1, 98, 101, 4, 15, 100
O=C(NC1CCCC1)c1ccc(COCC(F)(F)C(F)F)o1
  ·, 96, 92, 96, 13, 0.6, 97, 93, 6, 24, 94
C[C@H](NC(N)=O)C(=O)OCC(=O)NCc1cccs1
  10, 94, 101, 96, 12, 0.4, 94, 95, 3, 12, 95
CC1CCC(NC(=O)C2CCN(C(=O)NC3CCCCC3)CC2)CC1 (stereo not given)
  ·, 102, 98, 100, 7, 0.1, 101, 104, 0, 42, 100
COc1ccc(N2C(=O)C(CC(=O)O)S/C2=C\C(C)=O)cc1 (stereo not given)
  2, 104, 110, 106, 6, 0.1, 101, 111, 0, 251*, 106
COc1ccc(Cc2nnc(SCC(=O)Nc3nc(C)cs3)o2)cc1
  ·, 100, 97, 101, 14, 0.9, 94, 98, 5, 39, 99
O=c1[nH][nH]c2nc(C(F)(F)F)cc(C(F)(F)F)c12
  -8, 101, 100, 100, 13, 0.2, 96, 104, 0, 27, 99
COC(=O)C1CCN(C(=O)COC(=O)CCc2nc3ccccc3c(=O)[nH]2)CC1
  8, 107, 110, 106, 5, 0.2, 102, 105, 4, 15, 105
